# Source: PubChem BioAssay
# FN deposition inh – inhibitors of fibronectin matrix deposition, primary screen, AH1F cells, Alexa488-fibronectin fluorescence, plate reader; inhibition, % at 12.6 µM; 0.086% of 350,000 active; AH1F fibroblasts, overnight;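 active means mean inhibition across replicates of 30% or more, regardless of how many single replicates reach that level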;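 further: positive control wells lacked labelled fibronectin entirely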
#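 Measured by – fluorescence 485/525 nm · System – AH1F fibroblast monolayer, labelled fibronectin deposition · Amount – 10000 cells per well · Buffer or medium – serum-reduced DMEM (2% serum) · Doses – single dose, pinned · Also added – fluorescent fibronectin at 24 nM final · Schedule – 1 h cell attachment, overnight exposure to compound and label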
# PAX8 reporter – inhibitors of PAX8-driven TPO luciferase reporter, primary screen, RMG-I cells, single concentration; SteadyGlo, 24 h; inhibition, % at 12.6 µM; 1.2% of 360,000 active; AID 652154, 2013;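 active means mean replicate inhibition at least 60% with every replicate also reaching 60%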;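 further: luciferase light reporting Pax8 driven TPO promoter activity; plate controls were median of neutral control wells for no effect and mitoxantrone controls for full effect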
# GSIS activator – GLuc luminescence reporter in INS-1E cells, primary screen for activators of glucose-dependent secretion of insulin; INS-1E GLuc reporter insulin secretion, 2-3 h; activation, % at 16.6 µM; 0.61% of 370,000 active; AID 743287, 2014;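 active means lowest replicate activation of at least 40%, so every replicate reaches that level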;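 further: 0% = median of neutral control wells and 100% = median of IBMX positive control wells; some compounds called inactive have numbers as strong as hits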
# F508del corr – F508del CFTR correction, initial screen, CFBE line, single point | CFBE cells, YFP halide quenching; stimulated with forskolin plus potentiator P3; % fluorescence drop versus neutral controls | activity (quench increase), % at 7.58 µM | 0.36% of 350,000 active | AID 720511, 2013;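 active means mean added fluorescence quench of at least 8% versus neutral control, with both replicates also reaching 8%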;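 further: cells transiently co-express mutant CFTR-F508del with the halide-sensitive YFP; corrector assay measuring rescue of mutant channel to the surface after 24 h compound exposure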
# DENV2 CPE rescue – inhibitors of DENV2 cytopathic effect, primary screen, cell-based, plate reader, single concentration | DENV2-infected cells, cytopathic effect rescue | CPE inhibition, % at 9.99 µM | 1.7% of 350,000 active; in the data active means CPE inhibition above about 20%, passing the limit was not always enough; tested in BHK-21 cells;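 further: 0% = median of neutral control wells and 100% = median of positive control wells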
# miR122 inh – miR-122 Renilla sensor signal increase in Huh7, primary screen, miR-122 inhibitor project, cell-based, single point, plate reader | activation (reporter increase), % at 12.5 µM | 0.3% of 340,000 active | Huh7 miR-122 Renilla luciferase sensor, 48 h; neutral wells = 0, positive control = 100;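 active means mean replicate activation score at least 90 and every replicate individually at or above 90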;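 further: higher luciferase means less miR-122 activity so hits act as miR-122 inhibitors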
# EWS-Fli block – EWS/Fli-driven NR0B1 reporter inhibitors, primary screen, A673 cells, NR0B1 luciferase, luminescence, MLPCN library | viability-normalised | inhibition, % at 12.6 µM | 0.67% of 350,000 active | AID 651661, 2012;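 active means mean inhibition of at least 50% after viability correction, with every replicate also passing that limit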;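 further: firefly luciferase signal divided by Alamar Blue viability fluorescence both relative to DMSO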
# Active calls of the source: *; nt = no result given; [ ] = dose if it differs, or a comment.
SMILES,FN deposition inh,PAX8 reporter,GSIS activator,F508del corr,DENV2 CPE rescue,miR122 inh,EWS-Fli block
CC(C)Oc1ccccc1C(=O)NC(CO)C(=O)O (stereo not given),-5,-3,2,-0.6,4,nt,1
COc1cccc(N=c2oc3ccccc3cc2-c2nc3ccccc3[nH]2)c1,6,-54,nt,nt,nt,-1,nt
COc1ccc(COC(=O)Oc2ccc(CNC(C)=O)cc2OC)c([N+](=O)[O-])c1,-6,9,7,0.2,10,-3,6
COc1ccc(-c2cc(-n3c(C(F)(F)F)nc4ccccc43)n(CCC#N)n2)cc1,0,19,nt,nt,nt,11,nt
NS(=O)(=O)c1ccc2ccccc2c1,-8,-10,-8,4.8,14,-5,-3
c1ccc(-c2onc(-c3ccco3)c2-c2ccc3c(c2)OCO3)cc1,2,6,18,-0.1,-3,-8,-7
O=S(=O)(c1ccc(F)cc1)N1CC[C@@H]2[C@H](CO)Nc3ccc(-c4ccc(F)cc4)cc3[C@@H]21,-6,40,6,1.6,-6,-9[16.7 µM],-3
O=C(NCc1ccccc1)[C@@H]1CCCN1C(=O)[C@H]1CCCN1C(=O)c1cccc(Cl)c1,10,-5,2,4.6,-9,nt,-7
Cc1nn(CC(=O)Nc2nnc(C(C)C)s2)c(=O)c2ccccc12,6,-11,-1,0.6,4,nt,-3
CN(C(=O)c1cccc(NC(=O)Cc2ccc(NC(=O)C3CCCN(C(=O)CCc4ccccc4)C3)cc2)c1)C1CCCC1 (stereo not given),nt,12,-19,1.9,12,0,5
O=C(COC(=O)Cc1cn2ccsc2n1)Nc1nc2ccccc2s1,-12,2,nt,nt,nt,-8,nt
CC(C)CC#Cc1cnc2c(c1)C(=O)N([C@@H](C)CO)C[C@H](C)[C@H](CN(C)Cc1cncnc1)O2,2,nt,8,-1.5,-4,3[16.7 µM],0
CCc1cccc(NC(=O)C2CCCN2S(=O)(=O)c2ccccc2C(F)(F)F)c1 (stereo not given),8,-12,-16,2.3,-2,7,-1
COc1cccc(-c2cnc3c(c2)C(=O)N([C@H](C)CO)C[C@@H](C)[C@@H](CN(C)Cc2cccnc2)O3)c1,2,nt,17,-0.7,-5,-4[16.7 µM],-5
CCOC(=O)C1=CCN(S(=O)(=O)c2ccccc2F)C1c1cccc(F)c1 (stereo not given),0,-2,-5,4.9,2,-7,-7
Cc1ccc(C)c(C(=O)COC(=O)CCN2C(=O)C3C4CCC(C4)C3C2=O)c1 (stereo not given),5,-7,-21,3.5,-2,-2,5
Nc1nc2n(n1)C(=O)CC(c1ccccc1)N2 (stereo not given),nt,14,15,2.2,2,nt,10
CCc1ccc(NC(=O)C2(C)Cc3ccccc3C(=O)O2)cc1 (stereo not given),-8,-66,-16,1.6,5,nt,-29
Cc1cnc(NC(=O)c2cncc(Br)c2)s1,2,-196,16,-1.1,14,-4,-5
Cc1ccc(S(=O)(=O)c2nnn3c2nc(Nc2cccc(C)c2)c2ccccc23)cc1,8,-29,2,nt,nt,0,nt
CN(C)C(=O)c1cccc(-c2ccccc2[C@H]2[C@@H](CO)N(C(=O)C3CCCCC3)[C@H]2C#N)c1,-2,10,-13,1.5,9,nt,1
COc1ccc(CN(C)C[C@H]2Oc3ccc(NC(=O)Nc4ccc(F)cc4)cc3CC(=O)N([C@H](C)CO)C[C@H]2C)cc1,nt,24,-28,-1.5,2,-8[16.7 µM],2
CCCN(CCC)C(=O)c1ccc2c(c1)N(CC)C(=O)c1ccccc1S2(=O)=O,4,20,-2,0.6,11,nt,7
O=C(NN1C(=O)C2C3C=CC(C4CC34)C2C1=O)c1ccc(Cl)cc1Cl (stereo not given),6,-9,6,nt,nt,-1,nt
COc1ccc(C(=O)/C=C/Nc2ccc(S(N)(=O)=O)cc2)cc1OC,0,10,-22,-2.7,-3,-7,-7

# A few values from the results shown:
# In PAX8 reporter, `Cc1ccc(C)c(C(=O)COC(=O)CCN2C(=O)C3C4CCC(C4)C3C2=O)c1` (stereo not given) is listed with -7
# In EWS-Fli block, `CCOC(=O)C1=CCN(S(=O)(=O)c2ccccc2F)C1c1cccc(F)c1` (stereo not given) is listed with -7
# In DENV2 CPE rescue, `Nc1nc2n(n1)C(=O)CC(c1ccccc1)N2` (stereo not given) is listed with 2
# In GSIS activator, `O=C(NN1C(=O)C2C3C=CC(C4CC34)C2C1=O)c1ccc(Cl)cc1Cl` (stereo not given) is listed with 6

# 3 entries out of the list above, ordered by the value under miR122 inh, highest first:
Structure,GSIS activator,F508del corr,DENV2 CPE rescue,miR122 inh
COc1ccc(-c2cc(-n3c(C(F)(F)F)nc4ccccc43)n(CCC#N)n2)cc1,nt,nt,nt,11
CCc1cccc(NC(=O)C2CCCN2S(=O)(=O)c2ccccc2C(F)(F)F)c1 (stereo not given),-16,2.3,-2,7
O=C(COC(=O)Cc1cn2ccsc2n1)Nc1nc2ccccc2s1,nt,nt,nt,-8

# Other entries:
SMILES,FN deposition inh,PAX8 reporter,GSIS activator,F508del corr,DENV2 CPE rescue,miR122 inh,EWS-Fli block
COCCOC(=O)c1c(C)n(C)c2ccc(OC(=O)c3ccccc3OC)cc12,7,-10,-2,1.5,-1,12,-16
Cc1nc(NC(=O)C2CC2)sc1C,-2,38,8,nt,-8,0,4
NC(=O)COC(=O)CC(NC(N)=O)c1ccc(Cl)cc1 (stereo not given),-12,-12,nt,-0.3,-3,6,-15
O=C(Nc1cc(Cl)ccc1Cl)Nn1cnnc1,-12,-4,34,3.4,-13,3,-6
O=C(C[C@H]1C/C=C\C[C@@H](Cc2ccc(F)cc2)C(=O)OC[C@@H](Cc2c[nH]c3ccccc23)NC1=O)NCCO,2,0,-32,3.9,10,-4,-1
O=C1CN(S(=O)(=O)Cc2ccccc2)C[C@@H]2[C@@H](c3ccc(C#CCC4CCCC4)cc3)[C@@H](CO)N12,nt,99*,nt,-0.1,-5,nt,-3
O=C(OCC(=O)N1CCc2ccccc21)c1c2c(nc3ccccc13)CCCC2,-4,-12,10,nt,nt,-5,-2
COc1ccc([C@H]2C=C3CN(C(=O)OC(C)(C)C)S(=O)(=O)[C@H]3C[C@H]2OC(=O)c2ccc(C(F)(F)F)cc2)cc1,-6,12,3,2.2,nt,1,6
O=C(Nc1ccccn1)Nc1ccccc1[N+](=O)[O-],0,-48,19,-1.4,7,nt,-53
Cc1ccc(C(C)C)c(OCC(=O)NC2CCN(C)CC2)c1,nt,3,0,0.8,-4,5,6
Cc1ccc(NS(=O)(=O)c2ccc3[nH]c(=O)[nH]c3c2)c(C)c1,nt,12,14,nt,1,10,-6
CC(=O)Nc1ccc(OCC(O)Cn2cncn2)cc1 (stereo not given),4,-10,2,3.0,-3,6,-2
O=C(N[C@H]1CC[C@H](CCNC(=O)C2CCCCC2)O[C@H]1CO)c1ccccn1,nt,3,10,-1.5,-12,nt,-1
Cc1cc(NC(=O)C2CCCO2)ccc1Br (stereo not given),-5,-12,-4,-3.3,-2,nt,-7
Cc1ccc(S(=O)(=O)N[C@@H]2CC[C@@H](CC(=O)N3CCN(c4ccccc4)CC3)O[C@@H]2CO)cc1,nt,3,4,0.5,-5,nt,5
CCn1c(Cc2ccccc2)nnc1SCC(=O)NC(C)(C)C,nt,nt,5,0.5,1,0,1
CN1C(=O)/C(=C/c2ccc3c(c2)OCO3)N=C1c1ccccc1,1,13,40*,nt,nt,nt,nt
CCCc1ccccc1OCCNS(=O)(=O)c1cc2c(cc1C)OCC(=O)N2,4,14,-38,3.3,5,8,25
CCC(C)(C)C1CCC(NC(=O)c2ccc(S(=O)(=O)N3CCOCC3)cc2)CC1 (stereo not given),-7,2,nt,-3.4,7,3,20
CC1=CC=CC2=N/C(=N\S(=O)(=O)c3ccc(F)cc3F)c3ccccc3CN12,12,-8,26,4.5,8,4,-4
Cc1cc2ccccn2c1C(=O)c1nc(NCc2ccccc2)ncc1Cl,6,5,5,nt,-8,nt,6
O=C(C[C@@H]1CC[C@@H](NC(=O)CN2CCOCC2)[C@@H](CO)O1)NC1CCC1,6,-3,10,-1.5,2,nt,-3
O=C(NCc1nnc(SCC(=O)N2CCCc3ccccc32)o1)c1ccco1,-23,2,8,nt,-2,-3,9
COc1ccc(C2CC(c3cccc(C)c3)n3nc(N)nc3N2)cc1 (stereo not given),-5,-4,9,-4.9,-2,-8,-3
C[C@H]1CN([C@@H](C)CO)C(=O)c2cc(-c3ccc(F)cc3)cnc2O[C@H]1CN(C)C(=O)c1ccc(F)cc1,-2,nt,-15,-2.3,19,14[16.7 µM],0

# Laid out differently: 4 of the compounds above.
NC(=O)COC(=O)CC(NC(N)=O)c1ccc(Cl)cc1 (stereo not given)
  FN deposition inh = -12	PAX8 reporter = -12	GSIS activator = nt	F508del corr = -0.3	DENV2 CPE rescue = -3	miR122 inh = 6	EWS-Fli block = -15

O=C(Nc1cc(Cl)ccc1Cl)Nn1cnnc1
  FN deposition inh = -12	PAX8 reporter = -4	GSIS activator = 34	F508del corr = 3.4	DENV2 CPE rescue = -13	miR122 inh = 3	EWS-Fli block = -6

O=C(C[C@H]1C/C=C\C[C@@H](Cc2ccc(F)cc2)C(=O)OC[C@@H](Cc2c[nH]c3ccccc23)NC1=O)NCCO
  FN deposition inh = 2	PAX8 reporter = 0	GSIS activator = -32	F508del corr = 3.9	DENV2 CPE rescue = 10	miR122 inh = -4	EWS-Fli block = -1

O=C1CN(S(=O)(=O)Cc2ccccc2)C[C@@H]2[C@@H](c3ccc(C#CCC4CCCC4)cc3)[C@@H](CO)N12
  FN deposition inh = nt	PAX8 reporter = 99*	GSIS activator = nt	F508del corr = -0.1	DENV2 CPE rescue = -5	miR122 inh = nt	EWS-Fli block = -3

# Another view of two compounds above.
> O=C1CN(S(=O)(=O)Cc2ccccc2)C[C@@H]2[C@@H](c3ccc(C#CCC4CCCC4)cc3)[C@@H](CO)N12
- FN deposition inh: nt
- PAX8 reporter: 99*
- GSIS activator: nt
- F508del corr: -0.1
- DENV2 CPE rescue: -5
- miR122 inh: nt
- EWS-Fli block: -3
> O=C(Nc1ccccn1)Nc1ccccc1[N+](=O)[O-]
- FN deposition inh: 0
- PAX8 reporter: -48
- GSIS activator: 19
- F508del corr: -1.4
- DENV2 CPE rescue: 7
- miR122 inh: nt
- EWS-Fli block: -53

# The list goes on:
SMILES,FN deposition inh,PAX8 reporter,GSIS activator,F508del corr,DENV2 CPE rescue,miR122 inh,EWS-Fli block
CCc1nc2ccc(C(=O)N3CCN(c4cccc(C)c4C)CC3)cc2nc1CC,0,-7,-18,-0.3,-4,12,17
Cc1ccc(S(=O)(=O)N2CCN(C(=O)C3CCCO3)CC2)cc1 (stereo not given),-1,-10,-8,0.0,10,nt,-7
CCN(C(=O)CSc1cc(-c2ccccc2)c2ccc(OC)cc2n1)C1CCS(=O)(=O)C1 (stereo not given),-4,14,nt,nt,-3,nt,19
Cc1cc(C(=O)N/N=C/c2ccc(-c3ccc([N+](=O)[O-])cc3Cl)o2)n[nH]1,4,-17,9,-1.5,1,nt,nt
Cc1cc(N/N=C/c2ccc(N(C)C)cc2)c2ccccc2n1,23,-24,8,-0.5,4,-5,-15
O=C(CCCc1ccccc1)Nc1nccs1,8,-1,-16,1.1,-3,nt,-29
N#C[C@@H]1[C@H](c2ccccc2-c2cccc(F)c2)[C@H](CO)N1C(=O)C1CCCC1,-13,nt,-17,3.0,37*,nt,-3

# Random draw from the library; 3.9% or so of the library scored in one or more.
